# Source: PubChem
# LYPLA2 inh: counter-screen for PME1 inhibitors: inhibitors of human LYPLA2 | AID 2177 | actives 0.38% (n = 320,000) | recombinant LYPLA2, FP-Rh probe fluorescence polarization | inhibition, % at 5.9 µM;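 active = inhibition above the screen-wide mean plus 3 SD, limit set per campaign, cut at about 26% in these data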;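 note: 0% = LYPLA2 with DMSO and 100% = wells lacking LYPLA2 enzyme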
# pPAFAH inh: inhibitors of human plasma PAF acetylhydrolase (pPAFAH); Q13093; recombinant pPAFAH, FP-rhodamine probe fluorescence polarization; inhibition, % at 3.39 µM; actives 1.5% (n = 330,000);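 active = inhibition above the mean inhibition across the screen plus 3 SD, cut at about 25% in these data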;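 note: inhibitors block binding of the rhodamine activity-based probe so polarization drops; 0% = enzyme with DMSO and 100% = wells lacking pPAFAH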
# PREPL inhibitor: inhibits the human prolyl oligopeptidase-like enzyme; Q4J6C6; recombinant PREPL, fluorescence polarization activity-based probe; inhibition, % at 5.96 µM; actives 0.68% (n = 320,000); AID 2751; in the data active = inhibition above about 43%;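 note: 0% = enzyme with DMSO and 100% = wells lacking enzyme; many of its hits are not listed in these tables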
# PAFAH1B2 FP inh: blocks human PAF acetylhydrolase 1b catalytic subunit 2 | P68402 | recombinant PAFAH1B2, FP-rhodamine activity probe, fluorescence polarization | inhibition, % at 3.39 µM | actives 1.2% (n = 340,000) | AID 492953;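 active = inhibition above the mean of all tested compounds plus 3 SD, cut at about 24% in these data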;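 note: 0% = enzyme with DMSO and 100% = wells lacking PAFAH1B2; many of its hits are not listed in these tables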
# Target sequence (P68402 whole entry, looked up): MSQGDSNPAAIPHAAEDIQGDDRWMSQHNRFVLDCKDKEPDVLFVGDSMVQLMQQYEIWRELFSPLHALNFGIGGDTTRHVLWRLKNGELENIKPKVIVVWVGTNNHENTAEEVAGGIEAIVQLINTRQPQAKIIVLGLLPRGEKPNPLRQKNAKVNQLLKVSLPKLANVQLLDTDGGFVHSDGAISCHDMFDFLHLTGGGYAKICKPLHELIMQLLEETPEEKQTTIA
# LYPLA1 counter: blocks human lysophospholipase 1, a PME1 counter-screen; O75608; recombinant LYPLA1, FP-Rh probe fluorescence polarization; inhibition, % at 5.9 µM; actives 0.16% (n = 320,000);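 active = inhibition above the mean of all tested compounds plus 3 SD, set per campaign, cut at about 14% in these data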;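 note: inhibitors block serine hydrolase probe labeling of LYPLA1 so polarization falls; 0% = enzyme with DMSO and 100% = wells lacking LYPLA1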
# Target sequence (O75608 whole entry, looked up): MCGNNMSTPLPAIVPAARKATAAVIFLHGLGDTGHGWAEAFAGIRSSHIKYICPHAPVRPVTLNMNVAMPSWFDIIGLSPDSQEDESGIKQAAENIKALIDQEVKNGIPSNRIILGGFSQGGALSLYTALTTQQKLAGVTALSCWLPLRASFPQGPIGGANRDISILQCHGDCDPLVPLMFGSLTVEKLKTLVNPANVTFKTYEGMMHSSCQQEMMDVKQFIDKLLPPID
# PAFAH2 FP inh: PAFAH2 (human) inhibition; recombinant PAFAH2, FP-rhodamine activity probe, fluorescence polarization; actives 0.99% (n = 340,000); Q99487; AID 492956; inhibition, % at 3.39 µM;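 active = inhibition above the mean over all tested compounds plus 3 SD, cut at about 30% in these data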;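 note: inhibitors block probe labeling of enzyme so polarization drops; 0% = enzyme with DMSO and 100% = wells lacking PAFAH2 protein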
# ZTA DNA inh: ZTA (EBV) inhibition in EBNA-1 counter-screen; P03206; ZTA-DNA binding, fluorescence polarization; inhibition, % at 11 µM; actives 0.15% (n = 320,000); AID 2234; in the data active = inhibition above about 33%
# Target sequence (P03206 whole entry, looked up): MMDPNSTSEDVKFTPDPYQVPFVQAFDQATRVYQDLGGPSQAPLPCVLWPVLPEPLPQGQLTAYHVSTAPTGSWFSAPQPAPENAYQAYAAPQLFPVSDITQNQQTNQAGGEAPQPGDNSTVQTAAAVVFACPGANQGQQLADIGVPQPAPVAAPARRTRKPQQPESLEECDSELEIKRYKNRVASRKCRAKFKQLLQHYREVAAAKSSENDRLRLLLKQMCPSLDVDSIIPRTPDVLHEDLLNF
# PAFAH1B3 FP inh: blocks human PAF acetylhydrolase 1B catalytic subunit 3; Q15102; recombinant PAFAH1B3, FP-rhodamine probe, fluorescence polarization; inhibition, % at 3.39 µM; actives 0.28% (n = 340,000); AID 492972;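 active = inhibition above the screen-wide average of all tested compounds plus 3 SD, cut at about 25% in these data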;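 note: 0% = enzyme with DMSO only and 100% = wells lacking PAFAH1B3 protein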
# Target sequence (Q15102 whole entry, looked up): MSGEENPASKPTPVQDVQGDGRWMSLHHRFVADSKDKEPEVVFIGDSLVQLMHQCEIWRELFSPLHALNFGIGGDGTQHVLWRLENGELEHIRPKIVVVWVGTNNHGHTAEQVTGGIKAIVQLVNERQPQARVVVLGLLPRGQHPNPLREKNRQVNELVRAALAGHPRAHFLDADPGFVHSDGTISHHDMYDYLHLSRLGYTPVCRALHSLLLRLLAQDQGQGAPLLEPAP
# EBNA-1 inh: blocks EBNA-1 binding to DNA. EBNA-1 DNA binding, fluorescence polarization. inhibition, % at 14.8 µM. actives 0.34% (n = 300,000). AID 1950; in the data active = inhibition above about 28%
# Numbers without * were called inactive; · = not tested or not shown. This is a subset (hit frequency here may not be typical).
compound,LYPLA2 inh,LYPLA1 counter,EBNA-1 inh,PAFAH1B3 FP inh,PREPL inhibitor,PAFAH2 FP inh,PAFAH1B2 FP inh,pPAFAH inh,ZTA DNA inh
CC1(C)NC(=O)N(CC(O)COc2cccc(F)c2)C1=O (configuration not stated),1,3,-2,-9,12,-4,0,6,-27
CS(=O)(=O)N(CC(=O)NCc1ccco1)c1ccc(Cl)cc1Cl,-2,0,-3,2,-4,-14,-3,4,-2
O=C(CC(=O)N/N=C/c1c(F)cccc1Cl)NCc1ccccc1,-5,-2,-5,·,-3,·,·,-1,6
N#CCC(=O)Nc1ccc(C(=O)OCC(=O)Nc2ccccc2-c2ccccc2)cc1,-27,-18,2,·,-19,·,·,13,8
O=C(c1ccccc1Sc1ccc([N+](=O)[O-])cc1)N1CCCCC1,-7,0,-1,-4,1,7,5,-1,-3
NC(=O)C1CN(C(=O)c2cccc(S(=O)(=O)N3CCc4ccccc43)c2)c2ccccc2O1 (configuration not stated),-2,2,·,6,18,6,23,2,-25
Cn1c(CNC(=O)Nc2ccccc2Cl)nnc1SCc1ccccc1,-2,-2,-2,7,-3,1,8,-2,5
Cc1[nH]n(-c2ccccc2)c(=O)c1C(=O)c1ccc(Cl)cc1,5,0,-15,5,7,5,4,-4,10
COc1cc(C(=O)NCCCc2nc3ccccc3n2Cc2cc(C)ccc2C)cc(OC)c1OC,2,-3,5,-3,-3,-7,2,3,-13
O=C(COc1ccccc1)N(Cc1nnc(-c2ccccc2Cl)o1)C1CC1,3,0,1,7,-10,8,-1,1,-22
COc1cc(CNC(=O)CCCC(=O)c2ccccc2)cc(OC)c1OC,2,2,9,6,0,-2,-2,2,4
O=C(COC(=O)C1CCC1)Nc1ccc(Oc2ccccc2)cc1,2,-5,1,7,-1,1,5,10,10
CCOC(=O)CC(=O)Nc1c(C)cc(C)cc1C,6,2,-7,8,8,-7,0,6,0
Cc1ccccc1NC(=O)N1C2CCCC1CC(NC(=O)C1CC1)C2 (configuration not stated),-4,-1,2,4,-4,8,3,2,13
N#Cc1c([N+](=O)[O-])cc([N+](=O)[O-])cc1S(=O)(=O)Cc1ccccc1,-10,-13,·,24,9,5,9,8,13
O=C(Nc1ccc(-c2cn3ccsc3n2)cc1)c1ccc(F)c(S(=O)(=O)N2CCOCC2)c1,1,-5,-2,8,15,4,2,0,-1
Cc1ccc(N/N=C/c2ccncc2)cc1,4,2,-3,5,8,7,9,2,-8
Cn1c(N2CCCC2)nc2c1c(=O)n(Cc1cccc(F)c1)c(=O)n2C,5,2,7,0,3,1,-1,4,10
CCC1CC(CSc2ncn[nH]2)OC1=O (configuration not stated),6,2,-3,0,3,1,1,-4,-13
Cc1ccc(-n2c(SCC(=O)Nc3ccc4c(c3)OCO4)nnc2-c2ccoc2C)cc1,5,-2,-4,3,10,4,10,5,1

# Given with two lines to a compound: part of the list above.
# The line under a structure holds: LYPLA2 inh, LYPLA1 counter, EBNA-1 inh, PAFAH1B3 FP inh, PREPL inhibitor, PAFAH2 FP inh, PAFAH1B2 FP inh, pPAFAH inh, ZTA DNA inh
N#Cc1c([N+](=O)[O-])cc([N+](=O)[O-])cc1S(=O)(=O)Cc1ccccc1
    -10, -13, ·, 24, 9, 5, 9, 8, 13
Cn1c(N2CCCC2)nc2c1c(=O)n(Cc1cccc(F)c1)c(=O)n2C
    5, 2, 7, 0, 3, 1, -1, 4, 10

# More results follow.
compound,LYPLA2 inh,LYPLA1 counter,EBNA-1 inh,PAFAH1B3 FP inh,PREPL inhibitor,PAFAH2 FP inh,PAFAH1B2 FP inh,pPAFAH inh,ZTA DNA inh
COc1ccc(CCn2c(C)cc(C(=O)COC(=O)c3cnc(C)cn3)c2C)cc1,15,1,5,-3,-11,-2,3,8,8
Cc1cccc(-c2ccc3ncnc(NCc4cccs4)c3c2)c1,-21,-13,·,8,23,-15,-11,10,-18
COC(=O)c1cc(N2CCN(C)CC2)nc2ccccc12,3,3,1,8,16,3,1,4,6
Cc1nn(Cc2ccc(F)cc2)c(C)c1NC(=O)C1c2ccccc2Oc2ccccc21,-3,2,15,12,-6,-7,0,-9,7
CSCCC(=O)NC1CC(C)(C)Cc2c1cnn2-c1ccccc1C (configuration not stated),-2,0,0,5,5,2,6,-1,-8
Cc1nn2c(NCCCN(C)C)c3c(nc2c1-c1ccccc1)CCC3,-4,-4,4,-2,22,-2,2,-2,0
Cc1ccccc1-n1c(SCc2csc(Nc3ccccc3)n2)nnc1-c1cccnc1,2,4,5,12,27,8,1,14,-7
COc1ccc(-n2c(=S)[nH]c3cc(C(=O)NCCCN4CCCC4=O)ccc3c2=O)cc1OC,1,1,-11,0,7,-3,1,-1,8
CC12CCC(C(=O)NCc3ccc4c(c3)OCO4)(C(=O)C1=O)C2(C)C (configuration not stated),-2,1,-8,2,4,1,2,-3,-13
Clc1ccc(Cl)c(OCCCCN2CCCCC2)c1,-2,-3,1,-4,-4,-5,-1,4,-5
Nc1nc(N)c2ncc(C(=O)CCc3ccccc3)nc2n1,-3,0,9,4,17,3,2,5,-1
COc1ccc(S(=O)(=O)N2CCOCC2)cc1NC(=O)COc1ccc2ccc(=O)oc2c1,·,·,·,9,9,12,7,6,·
CCO[C@H]1OC(C(=O)NCc2ccccc2)=C[C@@H](c2ccc(Br)cc2)[C@@H]1CCCO,-1,-1,-4,6,-3,2,4,1,-6
O=C(O)CCc1ccc(S(=O)(=O)NCCc2ccccc2)cc1,0,-2,7,-1,2,10,14,7,13
Cc1c(Cl)ccc(S(=O)(=O)NCCCn2ccnc2)c1Cl,-4,0,-6,17,9,1,6,2,-22
CC(C)CCNC(=O)C(=O)Nc1cc2c3c(c1)CC(=O)N3CCC2,4,3,-13,3,7,-3,-5,2,-4
CCCS(=O)(=O)c1nc(S(=O)(=O)c2ccc(C)cc2)c(NCCCn2ccnc2)s1,-2,-1,-6,10,11,3,0,-3,-24
Cc1cc(NS(=O)(=O)c2ccccc2)n(-c2ccccc2)n1,1,-2,-5,3,17,-9,3,4,0
Cn1c(=O)c2c([nH]c(=S)n2Cc2ccc(Cl)cc2)n(C)c1=O,-9,6,8,14,3,6,7,7,-14
CCc1ccc(NC2CC(=O)N(CCc3ccc(OC)c(OC)c3)C2=O)cc1 (configuration not stated),9,0,3,16,-28,0,6,3,6
OC(CN1CCOCC1)Cn1c(-c2cccc(Cl)c2)nc2ccccc21 (configuration not stated),1,-1,0,6,6,-4,-1,1,0
C=CCn1ccc(O)c(Cc2ccc(Cl)cc2)c1=O,6,3,-4,9,2,-6,5,1,0
Cc1ccc(-c2cc(C(=O)N3CCCCC3)c3ccccc3n2)cc1C,2,-1,-9,2,-2,-3,-2,5,-16
COC(=O)c1c(C)[nH]c(C(=O)COc2ccc3ccc(=O)oc3c2)c1C,-16,-9,·,2,-7,2,2,-4,-5
COc1cc(C)ccc1OCCCON1C(=O)CCC1=O,2,7,-6,9,17,1,-4,0,-9
CCOC(=O)c1ccc(N2C(=O)c3n[nH]c(C)c3C2c2ccco2)cc1 (configuration not stated),16,6,1,12,-18,2,3,-2,-12
COCCn1c(SCC(=O)c2c(N)n(C)c(=O)n(C)c2=O)nc2ccccc21,1,0,-5,4,-6,1,4,2,10
Cc1ccc(C(=O)N2CCN(C(=O)N3CCOCC3)CC2)cc1,1,-1,5,2,-2,-8,6,5,9
Cn1nc(-c2ccccc2)c(C(=O)NCC(=O)O)c1Cl,1,0,9,8,-9,-1,2,3,6
Cc1cccc(NC(=O)CSc2cccc[n+]2[O-])c1C,·,·,·,2,-3,7,-2,1,·
Nc1ccc(C(=O)OCC(=O)N2CCOCC2)cc1[N+](=O)[O-],-4,-4,-4,9,-3,4,2,7,0
O=C(Cn1ccc2ccccc21)Nc1ccc2c(c1)OCO2,0,2,-14,7,9,5,3,-4,-7
COc1ccc(S(=O)(=O)N2CCCC(N(C)CCc3ccccc3)C2)cc1OC (configuration not stated),3,-1,5,6,-3,-1,-2,2,17
O=C1C(C=NCC2CCCO2)=C(O)c2ccccc21 (configuration not stated),4,-2,14,3,11,2,5,-4,1
Cn1c(=O)cc(SCC(=O)NCC2CCCO2)c2ccc(Cl)cc21 (configuration not stated),5,2,1,14,-3,12,1,2,13
C=CCN(c1ccccc1OC)S(=O)(=O)c1cccc(C(=O)NCc2ccco2)c1,·,·,·,6,11,-1,5,3,·
CN(CC(=O)N1CC=C(c2ccccc2)CC1)S(=O)(=O)c1ccc2c(c1)c(=O)n(C)c(=O)n2C,22,-1,7,5,-10,3,6,-2,1
COc1cc(CN2CCN(C(=O)c3ccc(-c4ccccc4)cc3)CC2)cc(OC)c1OC,13,1,12,8,10,-6,-4,3,-2
NS(=O)(=O)c1ccc(NC(=S)N2CCN(c3ccccc3Cl)CC2)cc1,0,3,-4,-3,2,-5,8,1,-7
CC(C)NC(=O)COC(=O)c1ccc(Cl)c(S(N)(=O)=O)c1,0,0,0,13,-2,4,4,6,11
CCn1cc(C(=O)N2CCN(Cc3ccc4c(c3)OCO4)CC2)c(=O)c2ccc(C)nc21,-1,-2,0,2,6,4,3,6,-4
O=C(N=C1N=C2C=CC(Br)=CN2Cc2ccccc21)c1ccc([N+](=O)[O-])cc1[N+](=O)[O-],-4,1,2,4,37,-2,-3,4,10
Cc1ccc(S(=O)(=O)N2CCc3ccccc3C2CC(=O)O)cc1 (configuration not stated),-4,-3,-5,1,16,-8,9,1,-4
COc1ccccc1C(=O)NCCC(=O)N1CC=C(c2ccccc2)CC1,1,4,-7,2,-8,7,4,-6,-4
CC(=O)Nc1ccc(S(=O)(=O)Nc2nccc(C3Cc4ccccc4C(=O)O3)n2)cc1 (configuration not stated),-3,-1,-4,-4,-7,3,0,-1,9
COc1ccc(S(=O)(=O)N2CCOCC2)cc1NC(=O)CCNC(=O)c1ccc(Br)cc1,3,-3,3,-2,18,0,-1,7,6
CC(=O)c1ccc(OCc2cc(C(=O)NCCc3ccc(Cl)cc3)no2)cc1,3,0,2,13,-1,2,8,6,16
C[C@H](NS(=O)(=O)c1ccc(Cl)c(Cl)c1)C(=O)OCc1cc(=O)n2cc(Br)ccc2n1,7,2,3,9,-5,5,4,4,-11
COc1ccc(NC(=O)CN(C)CC(=O)NC(=O)NC2CCCCC2)cc1,1,0,·,-7,4,-5,2,6,-3
COc1ccc(-c2nnc(SCC(=O)NC3CCCCC3)o2)cc1OC,-3,-2,-2,3,-2,2,3,2,8

# Remaining list, next part.
compound,LYPLA2 inh,LYPLA1 counter,EBNA-1 inh,PAFAH1B3 FP inh,PREPL inhibitor,PAFAH2 FP inh,PAFAH1B2 FP inh,pPAFAH inh,ZTA DNA inh
COc1ccc(CN2CCCC(CNC(=O)c3ccc(F)cc3)C2)cc1OC (configuration not stated),4,0,3,2,-1,-3,0,-1,-3
COCC(C)NC(=O)CCS(=O)(=O)c1nc(-c2ccc(OC)cc2)cc(C(F)(F)F)n1 (configuration not stated),-7,-9,-10,0,-8,5,-2,19,3
Cc1ccc(NC(=S)Nc2ccc(S(=O)(=O)N3CCOCC3)cc2)cc1S(=O)(=O)N1CCOCC1,-7,-4,7,3,5,-2,6,6,1
COc1ccc(/C=N/NC(=O)C(C)n2nnc3ccccc32)cc1OC (configuration not stated),-1,0,4,3,-9,5,0,2,-4
COc1cccc(C(=O)NC2CCN(C(=O)N3CCCCC3)CC2)c1,-9,-2,10,-7,15,-3,2,-10,-3
NC(=O)c1ccc(NC(=O)CN2CCN(Cc3ccccc3)CC2)cc1,2,-5,9,12,6,-5,6,0,2
CCOC(=O)N1CCN(C(=O)c2cc(COc3ccc4ncccc4c3)on2)CC1,7,3,9,6,2,-4,10,0,17
